M1 PAM: human CHRM1 positive allosteric modulation | CHO-K1 hM1, Fluo-8 calcium fluorescence, ACh EC20; 0% = ACh EC20, 100% = maximal ACh | P11229 | activation, % at 3 µM | actives 0.088% (n = 360,000); in the data active = activation above about 19%, passing the limit was not always enough
Target sequence (P11229 whole entry, looked up): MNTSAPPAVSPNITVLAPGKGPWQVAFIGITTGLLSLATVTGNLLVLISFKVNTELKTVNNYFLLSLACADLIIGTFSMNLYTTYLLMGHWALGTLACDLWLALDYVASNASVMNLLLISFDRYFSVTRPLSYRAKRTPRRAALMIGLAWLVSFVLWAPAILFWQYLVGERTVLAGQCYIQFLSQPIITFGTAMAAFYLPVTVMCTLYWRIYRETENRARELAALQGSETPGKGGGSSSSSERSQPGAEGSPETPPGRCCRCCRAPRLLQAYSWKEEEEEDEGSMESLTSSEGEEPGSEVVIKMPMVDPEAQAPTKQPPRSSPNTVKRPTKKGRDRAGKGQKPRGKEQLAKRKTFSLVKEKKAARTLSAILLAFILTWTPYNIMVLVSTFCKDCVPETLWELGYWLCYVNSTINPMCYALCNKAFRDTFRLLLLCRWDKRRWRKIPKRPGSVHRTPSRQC
V1R ag counter: counter-screen for oxytocin receptor agonists: human V1a receptor agonists. P37288. CHO-V1R cells, Fluo-8 calcium fluorescence, agonist mode; 0% DMSO, 100% 3 nM vasopressin. activation, % at 3 µM. actives 0.25% (n = 320,000). AID 2797;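 active = activation above the mean activation of all tested compounds plus 3 SD, per screening run, cut at about 20% in these data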;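 note: signal is peak over basal fluorescence ratio across a 100 second FLIPR read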
M1 antag: human CHRM1 antagonism; P11229; CHO-K1 hM1, Fluo-8 calcium fluorescence, ACh EC80 antagonist; actives 1.3% (n = 360,000); inhibition, % at 3 µM;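 active = percent inhibition above its own plate's cutoff, namely the mean of that plate's compound wells plus 3 SD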;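 note: peak over basal fluorescence ratio during 140 s after agonist addition; 0% = ACh EC80 plus DMSO and 100% = DMSO alone without agonist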
CHO parental Ca: counter-screen: ATP calcium response change in parental CHO cells; parental CHO-K1, ATP-induced calcium, Fluo-8 fluorescence; inhibition, % at 5.6 µM; actives 0.63% (n = 330,000);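 active = inhibition above that plate's mean sample inhibition plus 3 SD, cut at about 26% in these data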;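 note: 0% = ATP-challenged DMSO wells and 100% = DMSO wells without ATP; some compounds past the cut are filed as inactive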
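Test system: untransfected parental CHO cell line; also added: ATP stimulus; dosing: 5.6 µM, single dose; signal: calcium-sensitive Fluo-8 fluorescence; measure: percent inhibition of ATP-evoked calcium rise, normalized to controls; benchmarks: low control ATP plus DMSO, high control DMSO only; replication: one well per compound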
TAAR1 ag: human TAAR1 agonism; Q96RJ0; CHO RD-HGA16 TAAR1, Fluo-8 calcium fluorescence; vehicle wells 0%, saturating PEA agonist 100%; activation, % at 3 µM; actives 0.99% (n = 360,000); AID 624467;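 active = activation above the mean activation of all test compounds in the run plus 3 SD, cut at about 38% in these data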
Target sequence (Q96RJ0 whole entry, looked up): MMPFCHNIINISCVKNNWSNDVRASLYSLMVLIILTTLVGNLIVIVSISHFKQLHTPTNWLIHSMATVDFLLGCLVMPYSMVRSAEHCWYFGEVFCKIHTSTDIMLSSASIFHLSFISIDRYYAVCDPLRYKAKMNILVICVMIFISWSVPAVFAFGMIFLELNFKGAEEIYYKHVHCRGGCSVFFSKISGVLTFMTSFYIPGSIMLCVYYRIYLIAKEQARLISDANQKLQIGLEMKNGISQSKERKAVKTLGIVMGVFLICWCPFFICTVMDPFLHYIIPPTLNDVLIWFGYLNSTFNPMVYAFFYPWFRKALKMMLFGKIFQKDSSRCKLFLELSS
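System: CHO-derived RD-HGA16 cells with stable Gα16 and human TAAR1 / Times: 17-24 h plating, Fluo-8 75 min 37 °C, 30 min RT / Technique: calcium-sensitive Fluo-8 signal, excitation 470-495, emission 515-575 nm / Measure: % activation relative to PEA EC100 response / Benchmarks: DMSO and PEA EC100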
CHRM1 agonist: agonists of human M1 muscarinic receptor. P11229. CHO-K1 hM1, Fluo-8 calcium fluorescence, agonist mode; 0% DMSO, 100% acetylcholine EC100. activation, % at 3 µM. actives 0.33% (n = 360,000). AID 588814;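 active = activation above the run's mean compound activation plus 3 SD, cut at about 16% in these data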;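 note: peak over basal fluorescence ratio within a 140 s kinetic read after compound addition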
OXTR potentiate: potentiators of human oxytocin receptor | actives 0.061% (n = 320,000) | activation, % at 3 µM | P30559 | CHO-OTR cells, Fluo-8 calcium fluorescence, potentiator mode; 0% = oxytocin EC15, 100% = EC100 | AID 2445;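 active = activation above that plate's cutoff, the mean activation of tested compounds plus 3 SD, cut at about 6.6% in these data, passing the limit was not always enough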;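 note: 100% uses oxytocin at 75 nM as the full agonist control; some results filed as inactive read as strong as hits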
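Measured by – Fluo-8 calcium dye fluorescence · Test system – human OTR in CHO cells · Dosing – one concentration, 3.0 µM compound · Controls – EC15 oxytocin alone as 0%, 75 nM oxytocin as 100% · Evaluation – normalized max/min fluorescence ratio, % activation · Timing – 6 min pre-incubation, 100 s read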
OXTR agonist: agonists of human oxytocin receptor. P30559. CHO-OTR cells, Fluo-8 calcium fluorescence; normalized: DMSO 0%, oxytocin 100%. activation, % at 3 µM. actives 0.32% (n = 320,000);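 active = activation above the mean of all tested compounds plus 3 SD, cutoff set per screening run, cut at about 20% in these data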;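 note: peak over basal fluorescence ratio from a 100 s FLIPR kinetic read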
TAAR1 antag: antagonists of human TAAR1. CHO RD-HGA16 TAAR1, Fluo-8 calcium fluorescence, antagonist. inhibition, % at 3 µM. actives 1.5% (n = 360,000);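 active = inhibition above a per-plate cutoff, the mean inhibition of test compounds on that plate plus 3 SD, cut at about 49% in these data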;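 note: 0% = DMSO plus EC80 beta-PEA response and 100% = DMSO alone without agonist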
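Test system: hTAAR1-expressing CHO RD-HGA16 cells, Gα16-coupled; Probe or stimulus: EC80 β-phenethylamine stimulus; Compound dosing: single nominal final test compound concentration of 3 µM; Timing: 140 s kinetic read after compound, 140 s after agonist; Signal: Fluo-8 calcium-sensitive fluorescence; Measure: % inhibition of agonist calcium response; Controls: DMSO and EC80 PEA controls.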
An asterisk follows results filed as active; x = not tested or not shown.

A first look:
Every second line gives: M1 PAM, V1R ag counter, M1 antag, CHO parental Ca, TAAR1 ag, CHRM1 agonist, OXTR potentiate, OXTR agonist, TAAR1 antag
COc1ccc(C2Nc3ccccc3C(=O)N2c2ccccc2)cc1Cn1cc([N+](=O)[O-])cn1 (configuration not stated)
    -1.1, -0.3, -2.7, -11.6, 5.4, -6.7, -12.7, -2.4, 22.3
COc1ccc2c(c1)c(=O)c(Br)c(C)n2Cc1ccccc1
    4.4, -0.5, -5.5, -14.6, 9.8, -3.1, -3.2, -1.9, 21.2
Cc1cc(C)n(CCCN2C(=O)c3cccc4cccc(c34)C2=O)n1
    10.3, 1.5, -11.2, -17.1, 3.9, -9.0, 0.9, 1.0, 6.6
O=C(NC1CCCCC1)C12CC3CC(CC(Cl)(C3)C1)C2
    7.7, -1.5, -8.1, -10.4, 4.1, -6.9, -3.3, -3.6, -22.0
COc1cc(C(=O)N/N=C/c2cn(Cc3cccc(F)c3)c3ccccc23)ccc1O
    10.1, x, -12.0, x, 1.1, -1.4, x, x, 11.2

All compounds of this part, from the first entry:
Every second line gives: M1 PAM, V1R ag counter, M1 antag, CHO parental Ca, TAAR1 ag, CHRM1 agonist, OXTR potentiate, OXTR agonist, TAAR1 antag
COc1ccc(C2Nc3ccccc3C(=O)N2c2ccccc2)cc1Cn1cc([N+](=O)[O-])cn1 (configuration not stated)
    -1.1, -0.3, -2.7, -11.6, 5.4, -6.7, -12.7, -2.4, 22.3
COc1ccc2c(c1)c(=O)c(Br)c(C)n2Cc1ccccc1
    4.4, -0.5, -5.5, -14.6, 9.8, -3.1, -3.2, -1.9, 21.2
Cc1cc(C)n(CCCN2C(=O)c3cccc4cccc(c34)C2=O)n1
    10.3, 1.5, -11.2, -17.1, 3.9, -9.0, 0.9, 1.0, 6.6
O=C(NC1CCCCC1)C12CC3CC(CC(Cl)(C3)C1)C2
    7.7, -1.5, -8.1, -10.4, 4.1, -6.9, -3.3, -3.6, -22.0
COc1cc(C(=O)N/N=C/c2cn(Cc3cccc(F)c3)c3ccccc23)ccc1O
    10.1, x, -12.0, x, 1.1, -1.4, x, x, 11.2
CC1=C(C(=O)OCc2ccccc2)C(c2ccc(C)o2)C2=C(CCCC2=O)N1 (configuration not stated)
    3.7, 0.0, -6.2, -13.0, -1.8, -1.9, -19.4, -2.4, -0.8
CCCCNC(=O)C1(C)CCN1C(=O)c1ccc2ccccc2n1 (configuration not stated)
    0.7, x, -2.3, x, 2.0, -2.6, x, x, -12.0
CC(C)c1ccccc1NC(=O)c1ccccc1NC(=O)C1CCCCC1
    0.9, -1.3, -6.2, -26.1, 5.5, -7.8, -7.2, -2.3, -4.9
COC(=O)c1ccc2c(=O)n(Cc3ccc(C(=O)NCCCN4CCOCC4)cc3)c(=S)[nH]c2c1
    13.6, -0.4, -6.3, -10.4, 3.3, -3.3, -11.4, 0.1, -11.0
CCN(CC)S(=O)(=O)c1ccc(NC(=O)C(OC)c2ccccc2)cc1 (configuration not stated)
    -0.3, 3.3, 8.0, 8.8, 18.3, 1.1, -3.1, 6.8, 9.0
CCN1C(=O)[C@@H]2[C@@H](c3ccc(-c4cccc(Cl)c4)cc3)N3CCC[C@@]3(C(=O)OC)[C@@H]2C1=O
    3.6, 1.1, -13.8, -21.0, -0.9, -4.9, -6.8, -1.1, -8.0
COc1cccc(NC(=O)Cn2c(=O)n(-c3cc(OC)c(OC)c(OC)c3)c(=O)c3ccccc32)c1
    -2.7, 0.2, 22.2, -7.4, 0.3, 0.7, 7.1, 1.0, 1.8
CC(=O)Nc1nnc(-c2ccco2)o1
    6.2, 0.8, -6.0, 3.8, 2.3, -3.4, -10.1, 0.8, -7.6
Cc1nc([N+](=O)[O-])cn1CC(=O)NCCCO
    7.8, 0.5, -12.2, -5.1, 2.7, 6.1, 3.2, 0.1, -2.5
CC(C)N(C(=O)COC(=O)Cn1cnc2ccccc21)c1ccccc1
    6.4, x, -3.4, x, 0.4, -3.6, x, x, -7.0
CC(=O)N1CCC[C@H]1C(=O)O
    0.3, -0.5, -2.8, -6.5, 0.6, -1.8, -6.6, 1.0, -13.5
Oc1ccccc1-n1nc2ccc3nonc3c2n1
    8.8, -0.1, -17.5, 8.8, -4.8, -3.8, 6.4, 0.1, -0.9
Cc1ccc(-n2c(C)cn(C(=O)c3ccccc3)c2=S)cc1
    6.0, 3.1, -9.8, -16.3, 8.2, -2.5, 1.8, -1.5, 14.7
COc1cccc(NC(=O)C(C)NS(=O)(=O)c2ccc(Br)cc2)c1 (configuration not stated)
    4.0, 1.9, 0.2, -6.4, 2.5, -3.2, 3.0, -0.4, -8.4
COc1ccc(S(=O)(=O)NCCCCCC(=O)NCCCN2CCOCC2)cc1
    -1.5, 1.1, -2.3, -13.6, x, -3.3, 0.7, 0.7, x
COc1cc(C(C)=O)ccc1OC(=O)N1CCOCC1
    7.3, x, -3.5, x, 3.2, 1.6, x, x, -16.3
CCOC(=O)CCCn1ncn2c(cc3occc32)c1=O
    3.2, 1.4, 0.9, -0.5, 0.4, -2.0, -2.8, 0.6, -0.2
CCC1(c2ccc(F)cc2)NC(=O)N(CC(=O)NC2CCCC(C)C2C)C1=O (configuration not stated)
    6.7, 1.1, -10.9, -27.4, 0.7, -1.2, -1.7, 0.2, -9.6
CCCCOC(=O)N1CCOCCOCCOCC1
    14.1, 0.6, -18.0, -6.8, 0.9, -0.7, 1.2, 0.3, -3.5
COc1ccc(-n2c(COc3cccc(C)c3)n[nH]c2=S)cc1
    11.0, 0.4, -18.2, -1.9, -0.2, 0.5, -8.3, 0.1, 10.1
Nc1[nH]nc2c1NN(c1ccc(Cl)cc1Cl)N2
    10.7, 0.4, 1.4, 6.7, 0.2, 3.7, -5.0, 5.2, 2.1
CCOc1ccc(-c2nc3scc(-c4cccs4)c3c(=O)[nH]2)cc1
    -0.8, 1.5, 1.4, -11.5, -0.4, -4.8, -1.0, 1.1, -7.6
COC(=O)CN(c1cc(Cl)ccc1OC)S(=O)(=O)c1ccc(C)cc1
    2.2, -1.1, -3.7, -3.4, -1.9, -5.5, -3.0, -0.6, 12.5
Cc1c(Br)cccc1NC(=O)c1sccc1-n1cccc1
    -6.7, x, -19.1, x, 5.3, -6.0, x, x, -0.4
C/C(=N/OC(=O)c1c(-c2ccccc2Cl)noc1C)c1cnccn1
    -19.7, -0.5, 74.4*, -15.1, 0.2, -2.9, -10.8, -1.4, -11.1
Cc1ccc(NC(=O)CC(C(=O)O)c2ccccc2)cc1 (configuration not stated)
    -6.5, 0.5, 3.7, -1.1, 0.0, 1.4, -8.4, 0.9, -9.2
CCOc1cc(C(=O)OC(C)C(=O)Nc2ccc(NC(C)=O)cc2)ccc1OCC(=O)N1CCCCC1 (configuration not stated)
    16.8, 0.0, -16.1, -6.1, 0.6, -1.9, -1.4, -0.5, -11.8
Cc1ccc(CNC(=O)Nc2ccc(F)cc2)n1C
    0.3, x, 7.2, x, 7.2, -2.5, x, x, -16.6
CCOc1ccc(S(=O)(=O)n2cc(F)c(=O)[nH]c2=O)cc1[N+](=O)[O-]
    0.5, 0.0, 10.3, -4.2, 4.6, 0.3, -6.7, -0.4, -28.9
Cc1oc(/C=N/NC(=O)CN(c2ccccc2Br)S(C)(=O)=O)cc1Br
    11.7, 0.7, -9.6, -7.4, 7.0, 2.7, -24.1, 1.0, 4.3
Cc1ccc(-c2cccc(NC(=O)C3C4C=CC(C4)C3C(=O)O)c2)o1 (configuration not stated)
    0.5, -0.7, -4.4, -7.8, -1.9, -6.2, -3.2, -2.2, -23.3
COc1cccc(OCCCOc2ccc([N+](=O)[O-])cc2Cl)c1
    -7.1, 1.4, 2.3, -9.0, 1.7, -4.4, -6.7, 0.5, 14.7
CC1=CC(C)[C@@H]2COC(c3ccc(O)cc3)[C@H]1C2C (some centres not stated)
    -3.7, -0.7, 4.3, 18.7, 1.0, -4.7, -21.5, -1.5, -5.2
CCc1nnc(NS(=O)(=O)c2ccc(NC(=S)NC(=O)c3ccc(OC)c(OC)c3)cc2)s1
    7.0, 0.4, -5.5, 2.5, 6.9, -8.1, 1.1, 0.1, 3.7
CCOC(=O)C(O)C1CCc2c([nH]c3ccc(C)cc23)C1=O (configuration not stated)
    2.5, -0.3, -9.4, -15.3, 0.2, -1.7, -2.9, -1.8, 8.7
COc1ccc(CN2CCCC(N3CCc4ccccc4C3)C2)c(O)c1 (configuration not stated)
    -5.0, -0.2, -8.8, -9.2, 4.0, -9.5, -11.5, -1.5, -38.9
COc1ccc(O)c(C2=Nc3ccccc3N=C(c3ccccc3)C2)c1
    -0.4, -0.2, 7.5, -19.7, 2.6, -1.4, -0.2, -0.6, -28.3
CCC(C)NC(=O)c1ccccc1NC(=O)CN(c1ccc(OC)cc1)S(C)(=O)=O (configuration not stated)
    -6.6, 0.1, 9.4, -20.2, 12.6, -2.2, -3.9, -1.0, 13.3
CN(C)c1ccc(CNC(=O)CCS(=O)(=O)c2ccc3c(c2)n(C)c(=O)c(=O)n3C)cc1
    -7.0, -0.6, 7.1, -0.6, x, -1.2, 0.8, -0.2, x
COc1cc(CC(=O)NC2CCCc3ccccc32)cc(OC)c1OC (configuration not stated)
    -3.4, 1.1, 8.6, -10.4, -1.3, 2.6, 1.5, 1.2, 4.0
O=C(O)COc1ccccc1/C=N/NC(=O)CN1CCN(Cc2ccccc2Cl)CC1
    1.6, 0.9, -2.9, -0.5, 0.2, -3.7, 2.5, 14.1, -15.5
CC(CCc1ccccn1)C(=O)C(C)CCc1ccccn1 (configuration not stated)
    -1.9, x, 4.2, x, 0.2, -6.1, x, x, -9.6
CC1(C)CC(CC(=O)O)CC(C)(C)N1
    2.8, -0.7, 5.2, 3.5, 3.3, -1.4, -18.2, 0.3, -13.3
CC(=O)Nc1cccc(-c2csc(C(C)(NC(C)=O)c3ccccc3)n2)c1 (configuration not stated)
    1.9, x, 1.9, x, 1.8, -0.9, x, x, -5.2
COc1ccc(CCNC(=O)c2coc3ccccc3c2=O)cc1OC
    6.6, 0.6, -6.8, -19.5, 7.9, -2.7, -2.5, 0.2, 4.4
CCOC(=O)C1CCN(C(c2ccccn2)c2c(C)[nH]c3ccccc23)CC1 (configuration not stated)
    4.9, -0.7, -7.6, -13.9, 0.9, 5.2, -6.7, 0.0, -4.3
COc1ccc(NS(=O)(=O)c2cc(NC(=O)Cc3cccs3)ccc2C)cc1
    6.1, 1.6, -4.8, -8.3, 1.0, -9.0, -16.8, -0.6, -3.0
CC(=O)c1c(C)[nH]c(C(=O)Nc2ccc(F)c(F)c2F)c1C
    15.4, 7.4, -9.4, -20.4, 12.3, 1.1, -7.0, 4.1, -9.8

High-throughput results as filed in PubChem BioAssay.
